# Compound activity as filed in PubChem BioAssay.
# Rac1 wt GTP bind: wildtype Rac1 GTP binding modulators, primary screen, biochemical, GST-Rac1 beads, flow cytometry, multiplex; Ras-related C3 botulinum toxin substrate 1 (Homo sapiens), P63000; fluorescent GTP binding; actives lie on both sides; 0 = cold GTP competed, 100 = untreated; GTP binding activity (% of control), % at 10 µM; hit rate 0.27% among 190,000; AID 757, 2007;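 active = GTP binding activity at least 20 points away from the 100% control level, either lower or higher; inconclusive = compound flagged as likely green fluorescent, judged across all proteins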
# HRas wt GTP bind: modulators of GTP binding to HRas wildtype, primary screen, biochemical, bead-based flow cytometry, multiplex; GTPase HRas (Homo sapiens), P01112; GTP binding activity, % at 10 µM; GST-Ras wt beads, Bodipy-FL-GTP binding; actives lie on both sides; hit rate 0.14% among 190,000;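 active = GTP binding activity at least 20% away from the 100% baseline, either lowered as inhibitor or raised as activator; inconclusive = flagged as likely green fluorescent, judged across all proteins in the well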;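 also: 0% = unlabeled GTP competition control and 100% = no-compound control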
# Target sequence (P01112 whole entry, looked up): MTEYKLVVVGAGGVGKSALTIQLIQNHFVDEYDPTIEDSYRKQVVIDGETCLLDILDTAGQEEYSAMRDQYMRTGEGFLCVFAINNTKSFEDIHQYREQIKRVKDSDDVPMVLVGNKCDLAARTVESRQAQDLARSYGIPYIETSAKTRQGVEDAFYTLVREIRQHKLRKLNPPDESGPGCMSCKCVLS
# Bcl-XL Bim block: inhibitors of Bim-Bcl-XL binding, primary screen, biochemical, multiplexed, bead flow cytometry, human Bcl-XL. AID 1007, 2008. Bcl-2-like protein 1 (Homo sapiens), Q07817. hit rate 0.04% among 190,000. inhibition, % at 10 µM. Bim peptide-Bcl-XL binding, fluorescence
# Rab7 wt modul: modulators of GTP binding to Rab7, primary screen, biochemical, wildtype, multiplex bead flow cytometry | Rab7 GTPase wild type (dog), Bodipy-FL-GTP binding | GST-Rab7 beads, fluorescent GTP binding; actives lie on both sides; untreated = 100%, excess cold GTP = 0% | GTP binding activity (percent of control), % at 10 µM | hit rate 0.055% among 190,000 | AID 758, 2007;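 active = fluorescent GTP binding to Rab7 beads changed by at least 20 points from the 100% baseline, either direction, mostly lower; inconclusive = compound itself probably fluorescent, or too few beads counted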;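 also: median green fluorescence of bound Bodipy-FL-GTP per Rab7 bead population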
# Cdc42 wt: modulators of GTP binding to wildtype Cdc42, primary screen, biochemical, multiplex bead flow cytometry, Bodipy-GTP; GST-Cdc42 beads; actives lie on both sides; percent activity (GTP binding), % at 10 µM; hit rate 0.2% among 190,000;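 active = percent activity GTP binding at least 20 points away from the 100% baseline, either down as inhibitor or up as activator; inconclusive = compound flagged as likely green fluorescent from well-wide comparison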;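 also: median bead fluorescence of bound Bodipy-FL-GTP at 100 nM; 0% = excess unlabeled GTP control and 100% = no compound control; below 100% means less GTP binding so inhibitor and above means activator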
# Target sequence (P60953 whole entry, looked up): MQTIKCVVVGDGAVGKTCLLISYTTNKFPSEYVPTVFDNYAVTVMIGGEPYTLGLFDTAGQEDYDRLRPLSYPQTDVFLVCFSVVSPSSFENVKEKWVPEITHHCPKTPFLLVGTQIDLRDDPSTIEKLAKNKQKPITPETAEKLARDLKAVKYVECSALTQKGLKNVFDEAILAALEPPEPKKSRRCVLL
# Bcl-W Bim block: inhibitors of Bim binding to Bcl-W, primary screen, biochemical, multiplexed, bead-based flow cytometry; hit rate 0.02% among 190,000; inhibition, % at 10 µM; Bim peptide-Bcl-W binding; AID 952, 2007; Bcl-2-like protein 2 (Homo sapiens), Q92843;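 also: 0% = bound tracer without compound and 100% = peptide blocker; higher means less fluorescent Bim peptide bound to Bcl-W beads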
# Target sequence (Q92843 whole entry, looked up): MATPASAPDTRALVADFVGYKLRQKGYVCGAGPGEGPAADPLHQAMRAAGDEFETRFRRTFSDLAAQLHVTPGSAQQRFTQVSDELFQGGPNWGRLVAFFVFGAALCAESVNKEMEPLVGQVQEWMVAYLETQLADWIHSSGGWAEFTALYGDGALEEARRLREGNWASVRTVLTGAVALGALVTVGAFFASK
# Rab2 wt GTP: modulators of GTP binding to Rab2A wildtype, primary screen, biochemical, dog, bead-based flow cytometry, multiplex | GST-Rab2 wt beads, Bodipy-GTP binding | hit rate 0.19% among 190,000 | GTP binding activity, % at 10 µM;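 active = GTP binding activity at least 20 points away from 100%, either lowered or raised; inconclusive = signal likely due to the compound's own green fluorescence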;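 also: 0% = beads with excess unlabeled GTP and 100% = no-compound control corrected for plate trend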
# Bcl-B Bim block: inhibitors of Bim-Bcl-B binding, primary screen, biochemical, multiplexed, human Bcl-2 family; bead-based flow cytometry, Bim peptide-Bcl-B binding; inhibition, % at 10 µM; hit rate 0.073% among 190,000; AID 951, 2007;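 also: 0% = tracer peptide without compound and 100% = reference inhibitor peptide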
# Target sequence (Q9HD36 whole entry, looked up): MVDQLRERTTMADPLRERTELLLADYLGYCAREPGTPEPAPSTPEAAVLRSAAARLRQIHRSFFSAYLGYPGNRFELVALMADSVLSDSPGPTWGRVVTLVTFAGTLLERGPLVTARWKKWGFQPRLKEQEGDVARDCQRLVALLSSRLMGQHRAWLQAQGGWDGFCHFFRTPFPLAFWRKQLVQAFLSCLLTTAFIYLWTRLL
# Bim-Bcl-2: inhibitors of Bim-Bcl-2 binding, primary screen, biochemical, multiplexed, human Bcl-2 family; Apoptosis regulator Bcl-2 (Homo sapiens), P10415; hit rate 0.06% among 190,000; Bead-based flow cytometry, Bim peptide-Bcl-2 binding; inhibition, % at 10 µM; in the data active = inhibition above about 40%; inconclusive = no clear call, values can overlap the other calls;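 also: 0% = no compound wells with probe peptide and 100% = reference peptide inhibitor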
# Target sequence (P10415 whole entry, looked up): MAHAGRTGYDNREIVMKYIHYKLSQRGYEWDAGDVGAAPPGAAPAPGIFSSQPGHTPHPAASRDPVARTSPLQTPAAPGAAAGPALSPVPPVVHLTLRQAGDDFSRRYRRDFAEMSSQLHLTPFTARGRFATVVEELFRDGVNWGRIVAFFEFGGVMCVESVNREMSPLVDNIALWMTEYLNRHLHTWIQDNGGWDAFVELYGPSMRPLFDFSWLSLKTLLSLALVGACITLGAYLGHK
# Bfl-1 Bim block: inhibitors of Bim binding to Bfl-1, primary screen, biochemical, multiplexed, bead-based flow cytometry | AID 1008, 2008 | Bim-Bfl-1 binding inhibition | inhibition, % at 10 µM | hit rate 0.12% among 190,000;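 also: 0% = wells without compound plus tracer and 100% = blocker peptide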
# Rac1 act GTP bind: GTP binding modulators of activated mutant Rac1, primary screen, biochemical, bead-based flow cytometry, multiplex, fluorescent GTP; AID 764, 2007; GST-Rac1 activated beads; actives lie on both sides; 100% means binding = to untreated wells; Ras-related C3 botulinum toxin substrate 1 (Homo sapiens), P63000; percent activity (GTP binding), % at 10 µM; hit rate 0.11% among 190,000;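 active = GTP binding at least 20 percentage points away from the 100% baseline, in either direction, so actives lie on both sides; inconclusive = Compound likely fluorescent itself, or too few beads counted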
# An asterisk follows results filed as active; ? = inconclusive; / = not tested or not shown. Rule as the data show it, unless noted: active = inhibition above about 40%. Rows were taken by chance; overall some 0.62% were active at least once.
SMILES,Rac1 wt GTP bind,HRas wt GTP bind,Bcl-XL Bim block,Rab7 wt modul,Cdc42 wt,Bcl-W Bim block,Rab2 wt GTP,Bcl-B Bim block,Bim-Bcl-2,Bfl-1 Bim block,Rac1 act GTP bind
CCOc1cc(N2CCOCC2)c(OCC)cc1NC(=O)CN1C(=O)C2CC=CCC2C1=O (stereo not given),102,101,-2,108,100,-2,101,-2,-3,-3,100
Cc1cccc(NC(=S)NNC(=O)CCn2cc(C)cn2)c1,99,102,-2,95,101,-2,101,-5,-4,-5,100
CC(C)OC(=O)c1ccc(N)cc1,98,96,-1,95,98,6,97,0,-1,3,96
Cc1cc(C#N)c2ccccc2n1,111,103,3,98,108,2,101,3,1,1,102
CCC(=O)NC(=S)N1CCN(c2ccc([N+](=O)[O-])cc2Cl)CC1,103,99,-4,101,100,-1,99,-13,-9,-7,97
C/C(=N/NC(=O)CNc1ccc(C)cc1)c1ccc(Br)s1,105,99,-5,98,103,-1,97,-11,-6,-11,94
COc1ccccc1N/N=C/c1ccc2c(c1)OCO2,105,97,-8,100,100,0,97,-7,-1,2,99
COC(=O)C(C)n1cnc2c(cnn2-c2ccc(Cl)cc2)c1=O (stereo not given),105,101,10,102,102,1,102,-10,-6,-11,101
Cc1ccc(CN(C)C(=O)c2ccccc2Oc2ccccc2)o1,94,97,0,97,96,0,94,-2,-5,-7,94
Cc1cc(C(C)(C)C)cc(S(=O)(=O)Nc2cccc(C(=O)O)c2)c1C,?,?,-2,?,?,2,?,-5,0,-11,?
O=[N+]([O-])c1ccc(Sc2ccccc2Cl)nc1,98,98,-5,103,96,-7,101,-5,-8,-7,96
COc1ccccc1-c1cn[nH]c(=S)n1,104,102,-6,100,104,-4,100,-14,-5,3,100
COc1ccc(/C=C/c2nnc(NC(=O)COc3cccc(C)c3)s2)cc1,101,97,-2,98,101,-2,95,-5,-7,-4,97
CC1CCCCN1S(=O)(=O)c1ccc(S(=O)(=O)N(CC(=O)Nc2ccccc2)Cc2cccs2)cc1 (stereo not given),104,103,-11,102,98,-5,98,-11,-6,-2,100
COCCn1c(N)c(NCc2ccccc2)c(=O)n(CC(=O)Nc2cc(C)ccc2C)c1=O,105,100,-8,101,98,-4,102,-7,-10,-14,97
Cc1nn(C)c(C(=O)NNC(=S)Nc2ccc(Cl)cc2)c1[N+](=O)[O-],94,93,-1,90,94,-1,92,-3,-2,3,93
COCCCN1C(=O)C(=O)/C(=C(/O)c2ccc(OC)cc2)C1c1ccc(O)c(OC)c1 (stereo not given),102,103,-3,97,103,0,101,0,1,1,100
Cc1ccc(N2C(=N)SCC2=O)cc1Cl,104,101,-5,100,100,-1,100,-3,0,-2,98
O=S1(=O)N=C(Nc2nc3c(s2)CCCC3)c2ccccc21,105,98,-14,99,96,-10,98,-17,-18,-25,96
CC(=O)NC12CC3CC(C1)CC(C(=O)Nc1nccs1)(C3)C2,102,101,0,101,101,0,100,0,2,0,98
O=C(O)CCC(=O)NNC(=O)c1cccc(Cl)c1,103,102,0,100,104,1,101,-1,2,0,100
Oc1ccc(Cl)cc1-c1cc(-c2cccc(Br)c2)n[nH]1,102,98,-6,95,100,2,97,-6,-1,-8,100
CCOc1ccc(NC(=O)c2ccccc2NC(=O)CN(C)CC(=O)Nc2ccc(C)cc2)cc1,101,99,-2,99,95,4,101,-6,-9,-6,100
COc1ccccc1-n1c(SCC(N)=O)nnc1-c1ccccc1,98,103,-2,102,101,0,102,-1,-4,-2,99
COc1ccc(NC(=O)CSc2nnc(CNC(=O)c3ccco3)o2)cc1,101,96,-3,96,94,-1,90,-9,-6,-11,98
Cc1ccc(C2=NN(C(=O)CN3C(=O)c4ccccc4S3(=O)=O)C(c3ccco3)C2)cc1 (stereo not given),99,101,-2,104,97,-4,98,-2,-5,-4,96
Cc1cccc(Oc2coc3cc(OC(=O)c4cc5ccccc5oc4=O)ccc3c2=O)c1,97,95,0,93,95,0,95,0,0,-2,97
Cc1ccc(/C=C2\SC(N3CCN(C(c4ccccc4)c4ccccc4)CC3)=NC2=O)o1,104,100,-2,101,101,11,97,-2,7,31,100
CC(C)[C@@H]1NC(=O)c2cc([N+](=O)[O-])cc(F)c2NCCC[C@@H](C(N)=O)NC(=O)[C@H](CO)NC1=O,105,102,0,103,105,4,101,2,2,3,96
O=[N+]([O-])c1cccn2cc(-c3ccc(Br)cc3)nc12,91,95,0,101,93,3,95,-1,1,3,93
Cc1cccc(S(=O)(=O)NC(Cc2c[nH]c3ccccc23)C(=O)O)c1 (stereo not given),92,93,-4,94,88,-2,91,-6,-3,-18,92
Cc1ccc([N+](=O)[O-])cc1NC(=O)CCCOc1ccccc1,92,98,-2,94,96,-2,95,-13,-8,-10,93
COC(=O)c1cc2c(ccn2-c2ccc(F)cc2)n1Cc1cccc(OC)c1,105,101,-4,101,106,-2,98,-6,-8,-6,100
O=S(=O)(Nc1ccc(S(=O)(=O)Nc2cccc3ccccc23)cc1)c1ccccc1,107,104,4,103,103,2,106,-2,0,1,103
COc1ccccc1CNC(=O)CSc1ccc(C(=O)Nc2ccccc2OC)cc1[N+](=O)[O-],102,101,-3,101,104,-2,99,0,3,-8,99
O=c1[nH]c(CSc2nnc(-c3ccncc3)n2Cc2ccco2)nc2ccccc12,102,101,1,102,101,-1,101,-5,1,0,101
CC(C)OC(=O)/C(=C/c1ccc2c(c1)c1ccccc1n2C)NC(=O)c1ccccc1,101,98,27,96,98,21,100,11,13,26,101
CSc1ccc(C(=O)C2CCCN(Cc3ccc(N4CCNC4=O)cc3)C2)cc1 (stereo not given),101,98,-3,95,98,-2,98,-7,-8,-8,99
C#CCOCCOCCOCCNc1nc(N2CCN(C(=O)[C@H](Cc3ccc(O)cc3)n3cc(CCO)nn3)CC2)nc(N2CCN(C(=O)[C@H](Cc3ccc(O)cc3)n3cc(CCO)nn3)CC2)n1,104,102,-4,102,104,-1,100,-11,0,1,100
COc1cccc(/C=N/NC(=O)CCc2n[nH]c(=O)[nH]c2=O)c1O,104,102,-8,99,100,-6,100,-14,-8,-14,99
Cc1oc(C)c(C(=O)O)c1COc1ccc(C(=O)O)cc1,94,97,0,97,98,-1,95,-9,-9,-16,94
Brc1cccc(CNCCCN2CCOCC2)c1,98,99,-1,103,96,0,97,-3,-1,-5,96
O=C(CSc1nnc(CNc2ccc(F)cc2)o1)c1ccccc1,93,94,-1,93,94,-2,93,-5,-1,-7,97
Cc1ccc(CS(=O)(=O)Cc2ccc(C(=O)NCc3ccccn3)o2)cc1,103,101,-7,103,100,3,101,-6,-7,-10,99
Cc1ccc2nc(N(CCCN(C)C)C(=O)c3ccco3)sc2c1,?,?,-100,/,?,-147,/,-369,-323,-183,?
COc1ccccc1CNc1cc(CSc2ccc(Cl)cc2)nc(C)n1,104,103,-5,103,98,-3,102,-12,-9,-9,101
COc1cc(/C=N/NC(=O)Cc2cccs2)c([N+](=O)[O-])cc1OC,102,100,-1,102,103,-1,102,-5,-4,-2,99
CCOCCCn1c(=S)[nH]c2cc(C(=O)NCCCN(CC)CC)ccc2c1=O,99,99,-3,103,93,-3,98,-3,-3,-3,98
NC(=O)C1CCN(C2CC(=O)N(Cc3cccs3)C2=O)CC1 (stereo not given),102,101,4,101,103,4,100,-3,-6,-9,97
O=C(O)c1ccc(S(=O)(=O)c2ccc3c(c2)C(=O)N(NC(=O)c2ccccc2)C3=O)cc1,98,95,0,96,95,0,95,0,-2,-3,94

# More entries follow:
SMILES,Rac1 wt GTP bind,HRas wt GTP bind,Bcl-XL Bim block,Rab7 wt modul,Cdc42 wt,Bcl-W Bim block,Rab2 wt GTP,Bcl-B Bim block,Bim-Bcl-2,Bfl-1 Bim block,Rac1 act GTP bind
Cn1c(=O)n(CC(=O)N2CCN(c3nnc(-c4ccccc4)c4ccccc34)CC2)c2ccccc21,98,98,-28,97,101,-3,98,-8,-6,-11,96
O=C(c1cc(-c2ccc(Cl)c(Cl)c2)on1)N1CCCCC1,109,105,-3,106,105,3,103,-6,-5,-6,103
CN1/C(=C\C=N\O)C(C)(C)c2ccccc21,98,94,-1,93,97,0,98,0,0,-6,98
COC(=O)n1c(SC)nc2ccccc21,102,99,0,100,98,3,100,-3,-4,-4,98
O=C(CSc1n[nH]c(-c2ccccc2)n1)c1ccccc1,105,101,-5,100,102,-1,99,-8,-7,-7,100
CN1CCN(CCCNC(=O)C2CC(=O)N(C3CCCCC3)C2)CC1 (stereo not given),98,96,-6,98,99,0,98,-6,-1,-9,96
Cc1nnc(SCc2cccc(Cl)c2)n(N)c1=O,?,?,-2,?,?,-4,?,3,1,1,?
CCOc1ccc(C(=O)NC(Cc2ccccc2)C(=O)OC)cc1 (stereo not given),97,97,-2,97,96,-1,98,-4,0,3,97
Cc1cc(C)nc(NC2=NCC(=O)N2c2ccccc2)n1,107,101,-7,98,103,-2,100,-11,-8,-17,100
COc1cc(OC)cc(C2C(C#N)=C(N)Oc3n[nH]c(-c4cccnc4)c32)c1 (stereo not given),99,100,8,95,96,6,98,4,10,7,97
NS(=O)(=O)c1ccc(NC(=O)COC(=O)c2cnccn2)cc1,92,97,-3,104,92,-4,96,0,0,1,94
S=C(Nc1ccc(N2CCOCC2)cc1)Nc1ccc2snnc2c1,99,96,-2,95,95,-1,97,-4,1,3,92
CCC(C)(C)n1nnnc1C(c1cc(OC)c(OC)c(OC)c1)N1CCN(c2ccccc2)CC1 (stereo not given),98,102,-3,106,101,-3,102,-2,-2,-4,98
COc1ccc(NC(=O)Cc2coc3cc(C)ccc23)cn1,101,98,0,107,93,-3,101,-5,3,-4,96
COc1cc2c(cc1OC)C(C(=O)Nc1cccc(C)n1)C(c1cccnc1)N(C)C2=O (stereo not given),108,106,0,105,106,0,107,1,-5,-1,104
O=C(NCc1cccnc1)C1CCCN(S(=O)(=O)c2ccc(Br)cc2)C1 (stereo not given),92,94,-1,95,91,1,91,0,-1,-1,91
